Bioassay records as filed in PubChem BioAssay.
SDO1 yeast rescue: sdo1-depleted yeast growth rescue; hit rate 0.21% among 140,000; AID 817; z-score at 10 µM; S. cerevisiae sdo1-depleted JHY4D growth rescue, OD600 30 h; active compounds read high; pdr5 snq2 efflux-pump mutant strain;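 active = z-score above 3 at both the 24 hr and the 30 hr optical density reads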;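 also: z-score against mean and SD of all compound wells on the same plate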
Insulin prom inh: TRM-6 insulin promoter activity inhibition | TRM-6 cells (human fetal islet line), insulin promoter-eGFP reporter, imaging; reporter expression induced with tamoxifen | inhibition, % at 2 µM | hit rate 0.9% among 130,000;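 active = inhibition above the mean plus 3 SD, with well images judged a real hit on visual review, cut at about 60% in these data, passing the limit was not always enough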
SDO1 yeast rescue Rescue 24 h: also measured in SDO1 yeast rescue; calls as there; z-score; S. cerevisiae sdo1-depleted JHY4D growth rescue, OD600; measured here: growth rescue at 24 h;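 0 is the plate mean of compound wells and units are plate SD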
* hit, by the source's call; . = no result given; [ ] = dose if it differs, or a comment. A portion of the library. The share of hits here may be higher or lower than overall.

SMILES	SDO1 yeast rescue	SDO1 yeast rescue Rescue 24 h	Insulin prom inh
Cc1ccc(S(=O)(=O)N2CCOCC2)cc1C(=O)NCCCn1ccnc1	0.47	0.03	-9.6
CSc1oc(-c2ccccc2)nc1S(=O)(=O)c1ccc(C)cc1	-2.01	-1.33	-40.4
Cc1ccc(N2C(=O)C(O)(C(F)(F)F)C3=C2CC(C)(C)CC3=O)cc1 (configuration not stated)	0.45	-0.52	-7.7
CCC(Sc1nc2cc3c(cc2c(=O)n1Cc1ccco1)OCO3)C(=O)Nc1cccc(OC)c1 (configuration not stated)	0.33	1.21	42.4
Cn1c(=O)n(C)c2cc([N+](=O)[O-])c(N3CCN(C(=O)c4cccc(Cl)c4)CC3)cc21	0.04	-0.11	.
O=S(=O)(/N=C(\Sc1ccc(Cl)cc1)c1ccccc1)c1ccccc1	-2.06	-1.84	-7.0
COc1cccc(Nc2c(F)c(F)c(F)c(F)c2C(=O)O)c1	-0.31	-1.19	-10.5
CCOC(=O)c1cnc(SC)nc1Sc1cc(Cl)ccc1Cl	-0.28	-0.32	-4.9
O=C(NC1CCCCC1)C(c1ccc2ncccc2c1)N(Cc1ccc2c(c1)OCO2)C(=O)c1ccc2c(c1)OCCO2 (configuration not stated)	0.28	0.2	.
CCN(CC)c1ccc(/C=N/NC(=O)c2cnccn2)cc1	.	.	-100.0
Cc1ccc(C)c(OCC(=O)Nc2cc(C)on2)c1	-0.42	-1.11	.
O=C(c1ccccc1)N1CCN(C2c3cccc4cccc(c34)C2NS(=O)(=O)c2ccccc2)CC1 (configuration not stated)	-0.57	-0.18	27.9
O=C1c2cccc3c(O)ccc(c23)C(=O)N1Cc1ccccc1	-0.63	-0.51	-233.3
COc1c2ccccc2c(OC)c2ccccc12	.	.	41.2
COc1ccccc1-n1c(SCC(=O)c2ccc(O)cc2O)nc2cc([N+](=O)[O-])ccc21	-1.16	-0.93	55.2
CCOC(=O)c1c(C)[nH]c(C)c1C(=O)COC(=O)/C=C/c1cccc(F)c1	0.01	-0.08	.
CCOC(=O)NC1(C(F)(F)F)C(=O)NC(C)=C1C(=O)OC (configuration not stated)	0.83	0.05	16.2
CCOC(=O)C1CCCN(C(=O)c2ccc(CS(=O)(=O)Cc3ccccc3C)o2)C1 (configuration not stated)	-0.34	-0.83	-71.4
OC1CCN(c2c3c(nc4cc(-c5ccc(F)cc5)nn24)CCC3)CC1	-0.99	-0.87	-20.5
CCOc1cc(S(=O)(=O)Nc2ccccn2)ccc1F	1.39	0.32	-464.3
COc1ccc(CCNC(=O)C2CCN(c3ccc(N4CCOCC4)nn3)CC2)c(OC)c1	0.6	1.1	.
COCCCNC(=O)CN1C(=O)CSc2ncccc21	0.26	-0.78	30.0
O=C(O)c1ccc(-c2nc(-c3ccccc3)cs2)cc1	.	.	-18.2
COc1ccc(C(=O)NCC(=O)NCC(=O)OCC(=O)c2cccs2)cc1	0.56	-0.66	16.7
Cc1nc2ccccc2nc1OCc1cccc(Cl)c1	0.85	1.36	-63.3
The list continues:
SMILES	SDO1 yeast rescue	SDO1 yeast rescue Rescue 24 h	Insulin prom inh
O=C(/C=C/c1ccco1)NCC(=O)N/N=C/c1ccc([N+](=O)[O-])cc1	.	.	28.6
CCOC(=O)c1cccc(N/C=C/C(=O)c2ccc(OC)c(OC)c2)c1	0.27	0.13	-19.4
O=C(NN1C(=O)C2C(c3ccccc3)C=CC(c3ccccc3)C2C1=O)c1ccccc1 (configuration not stated)	-1.26	-1.04	41.4
CCOC(=O)N1CCC(NC(=O)Cc2cn(C)c3ccccc23)CC1	1.05	0.49	17.2
O=[N+]([O-])c1ccccc1SNc1ccccn1	1.45	1.64	46.7
Cc1c(NC(=O)CN2C(=O)NC(C)(c3ccccc3)C2=O)c(=O)n(-c2ccccc2)n1C (configuration not stated)	1.01	1.19	-66.7
CCN1CCCC1CN(Cc1cc2ccc(C)cc2[nH]c1=O)C(=S)Nc1ccc(F)cc1 (configuration not stated)	.	.	-146.2
Cc1ccc(C(=O)NNC(=S)NC(=O)c2ccc(Cl)cc2Cl)cc1	0.56	0.52	7.1
O=C(COC(=O)c1ccncc1)NCCCc1ccccc1	.	.	-53.3
O=C(CCCN1C(=O)c2ccccc2C1=O)Oc1ccc(F)cc1	0.35	-0.5	-1.5
O=S(=O)(c1ccc(F)cc1)N(CCO)CC(O)Cn1c2ccccc2c2ccccc21 (configuration not stated)	-1.48	-1.17	-225.0
COc1ccc(CN2CCCC(C(=O)N3CCCC3)C2)cc1 (configuration not stated)	0.69	0.31	-5.9
CC(CC1CC(C)(C)OC1=O)C(=O)Nc1ccc([N+](=O)[O-])cc1 (configuration not stated)	1.01	1	.
O=C(Nc1cc2c(cc1Cl)OCCO2)c1ccco1	1.55	2.01	-91.7
Cc1cc(C(F)(F)F)n2ncc(-c3ccccc3)c2n1	-0.58	-0.72	15.1
Cc1ccc(N/C=C2\CCCCC2=O)c(C)c1	0.18	-0.35	-17.2
Cc1cc(NC(=O)C2COc3ccccc3O2)no1 (configuration not stated)	0.46	-0.07	.
Cc1ccc(CN(c2ccc(C(=O)NCc3ccc4c(c3)OCO4)cc2)S(C)(=O)=O)cc1	-0.26	0.12	-6.7
CN1CCN(C(=S)c2cn(Cc3cccc(F)c3)c3ccccc23)CC1	.	.	-26.7
NS(=O)(=O)c1cc2c(cc1Cl)NCNS2(=O)=O	0.41	0.86	-31.8
CN1C2CCC1CC(OC(=O)c1c[nH]c3ccccc13)C2 (configuration not stated)	1.4	0.84	.
CCCn1c2c(c(O)c(C(=O)Nc3ccc(OC)cc3)c1=O)CCCC2	0.17	0.53	.
Cc1ccc2c(c1)C1CN(C)CCC1N2C(=S)NC(=O)c1ccc(Br)cc1 (configuration not stated)	.	.	-21.4
Cc1ccc(-c2nn(CC(=O)O)c(=O)c3ccccc23)cc1	0.4	0.53	-93.8
CCCc1nnc(SCC(=O)N2CCCCC2)n1CC1CCCO1 (configuration not stated)	0.19	0.63	-62.9
The listing continues:
SMILES	SDO1 yeast rescue	SDO1 yeast rescue Rescue 24 h	Insulin prom inh
COc1ccc(CNC(=O)C2CC(c3ccc(F)cc3)=NO2)cc1 (configuration not stated)	-0.54	-0.34	.
Cc1ccc(S(=O)(=O)N(C)CC(=O)OCc2nnc(-c3ccccc3)o2)cc1	1.15	1.68	36.4
O=C(Nc1cccnc1)/C(N=Nc1cccnc1)=C(\O)c1ccccc1	-0.65	-0.69	.
COc1ccc(CNC(=O)c2cc3c(s2)CS(=O)C3)cc1 (configuration not stated)	-0.39	-0.81	.
COC(=O)c1cc(CSc2nc3ccccc3[nH]2)oc1C	-0.3	0.11	.
O=C(NCCc1ccccn1)C1CCN(S(=O)(=O)c2ccc(Cl)cc2)CC1	.	.	-58.8
CCn1c(SCC(=O)N=Nc2c(O)[nH]c3ccccc23)nc2ccccc21	-0.29	-0.24	9.7
COc1ccccc1NS(=O)(=O)c1cc(NC(=O)/C=C/c2cccs2)ccc1N1CCOCC1	-0.15	0.32	-14.8
CC1CCc2c(sc(NC(=O)C3c4ccccc4Oc4ccccc43)c2C(N)=O)C1 (configuration not stated)	-0.79	-0.3	9.1
CC(C)c1ccc(NC(=O)c2snc3ccc(Cl)cc23)cc1	-0.97	-0.49	23.3
CCSc1nnc(NC(=O)C(C)(C)C)s1	0.39	1.09	77.4*
O=C(c1cccc(Cl)c1)N1CCn2c1nc1ccccc12	.	.	46.3
O=C(NC(NC1CCS(=O)(=O)C1)C(Cl)(Cl)Cl)c1ccc(Br)cc1 (configuration not stated)	1.08	0.72	-12.9
O=C1CS(=O)CN1c1ccc(Oc2ccccc2)cc1 (configuration not stated)	.	.	-7.7
O=C(/C=C/Nc1ccccc1OC(F)(F)F)C(F)(F)F	0.94	-0.42	46.0
CC1CCN(C(=S)NCCc2ccccc2)CC1	-0.81	-1.35	-32.1
c1ccc(CN2CCN(c3nc(N4CCOCC4)c4ccccc4n3)CC2)cc1	.	.	13.3
CC(C)Sc1nc2c(c(=O)n1C)SC(C)C2 (configuration not stated)	-1.06	-1.05	-40.0
O=C(O)c1ccc(Br)cn1	.	.	53.3
COc1ccccc1N1C(=O)C2CC(C)=C(C)CC2C1=O (configuration not stated)	-0.02	-0.89	-35.7
COCCCNC(=O)CCCn1c(=O)c2ccccc2n(CC(=O)Nc2c(C)cccc2C)c1=O	-0.3	-0.97	.
COc1cc(C)c(C(C)C)cc1S(=O)(=O)N1CCOCC1	1.16	1.69	-11.5
CC(C)NC(=O)COC(=O)CNC(=O)c1cc(Cl)cc([N+](=O)[O-])c1	1.98	2.45	.
COc1ccc(S(=O)(=O)Cc2ccc(C(=O)N3CCOCC3)o2)cc1	-0.24	-1.08	-28.6
Cn1cccc1CNC(=O)Nc1ccccc1	0.74	-0.08	54.8

Whole records, looked up by structure. Order of values: SDO1 yeast rescue | SDO1 yeast rescue Rescue 24 h | Insulin prom inh
O=C(NCCc1ccccn1)C1CCN(S(=O)(=O)c2ccc(Cl)cc2)CC1 in the list: . | . | -58.8
CCn1c(SCC(=O)N=Nc2c(O)[nH]c3ccccc23)nc2ccccc21 in the list: -0.29 | -0.24 | 9.7
COc1ccc(CNC(=O)C2CC(c3ccc(F)cc3)=NO2)cc1 (configuration not stated) in the list: -0.54 | -0.34 | .

Further records follow.
SMILES	SDO1 yeast rescue	SDO1 yeast rescue Rescue 24 h	Insulin prom inh
CC(Sc1nnnn1C)C(=O)Nc1ccccc1 (configuration not stated)	.	.	6.7
COc1ccc(-c2nc(C)sc2CC(=O)O)cc1	0.37	0.05	0.0
Cc1ccc(NS(=O)(=O)c2ccc(Cl)c(NC(=S)NC(=O)C3CCCCC3)c2)cc1Cl	-0.36	0.31	21.9
O=C(NC(=S)Nc1ccc(-c2ccc(CO)o2)cc1)c1cccs1	.	.	13.5
O=S(=O)(Nc1cc(Sc2ncn[nH]2)c(O)c2ccccc12)c1ccccc1	.	.	-233.3
OCCOCCNc1ncnc2c1cnn2-c1ccc(Cl)cc1	1.25[14.1 µM]	0.66	.
CC12CCC(C(=O)NCc3ccc4c(c3)OCO4)(CC1=O)C2(C)C (configuration not stated)	-1.49	-1.67	14.3
CC(=O)Nc1ccc(S(=O)(=O)N2CCN(c3ccc([N+](=O)[O-])c(NCCN4CCOCC4)c3)CC2)cc1	0.5	0.01	.
O=C(Cc1cccs1)Nc1nnc(SCc2ccc(F)cc2)s1	-0.62	0.42	.
COc1ccc(/C=N/NC(=O)c2ccc(CSc3nc(C)cc(C)n3)cc2)cc1O	0.43	-0.18	.
CC(C)N1C(=O)/C(=C/c2nc3ccccc3c(=O)n2-c2ccccc2)c2ccccc21	-1.17	-0.95	39.1
C=CCOc1ccc(CNC(C)(C)CO)cc1OCC	2.37	0.98	26.0
CCOC(=O)N1CCN(C(=O)C2CCN(S(=O)(=O)c3ccc(Cl)cc3)CC2)CC1	-0.26	0.12	16.7
Cc1ccc(CNC(=O)Cn2nnc3ccccc3c2=O)cc1	.	.	8.3
Cc1ccccc1-c1ccc(=O)n(CC(=O)Nc2ccc(S(=O)(=O)N(C)C)cc2)n1	.	.	11.1
COc1cc(NS(=O)(=O)c2ccc(NC(=O)C34CC5CC(CC(C5)C3)C4)cc2)ncn1	0.76	0.13	.
OCCN1CCN(C2Cc3cc(Cl)ccc3Sc3ccc(Cl)cc32)CC1 (configuration not stated) (tested in a mixture with another compound)	-2.04	-1.41	14.3
CCCN1CNC(=S)N(c2cc(C)ccc2C)C1	0.96	-0.35	-39.5
COC(=O)c1cccc(Cn2nc(C)c([N+](=O)[O-])c2C)c1	.	.	0.0
CCOC(=O)c1sc(N(Cc2ccccc2)C(=O)COC(=O)c2ccccc2O)nc1C	-1.72	-1.97	42.9
Oc1c(Cl)cc(Cl)cc1CNc1ccc(Br)cn1	-2.59	-0.98	-41.9
C/C(=N\N1CCN(C2c3ccccc3-c3ccccc32)CC1)c1ccco1	-1.42	-0.49	8.3
CCOC(=O)c1sc(=S)n(-c2cccc(C(F)(F)F)c2)c1SC	0.42	0.49	23.3
CC(C)OP(=O)(c1ccccc1)c1ccccc1	1.38	0.42	22.4
Cn1c(SCC(=O)Nc2cccnc2)nnc1-c1ccccc1F	.	.	58.3
Further compounds.
SMILES	SDO1 yeast rescue	SDO1 yeast rescue Rescue 24 h	Insulin prom inh
CCN(CC)C(=O)Cn1cnc2sc(C(=O)Nc3cc(OC)c(OC)c(OC)c3)c(C)c2c1=O	1.03	0.59	-36.7
COc1ccc(Br)cc1S(=O)(=O)n1ccnc1C	0.77	1.4	19.4
CCOc1c2ccc(C(=O)NCc3ccc4c(c3)OCO4)cc2nn1C	0.82	0.75	45.5
Cc1n[nH]c(C)c1S(=O)(=O)N1CCCC(C(=O)NC2CCCc3ccccc32)C1 (configuration not stated)	0.45	0.06	.
COc1ccc(/C=N/NC(=O)c2nn(-c3ccccc3)c(=O)c3c(N)scc23)cc1	-0.53	0.66	.
Cc1cccc(C)c1NC(=S)N1CCCN(Cc2ccc(F)cc2)C1	.	.	-40.0
CCCCn1nc2cc(C(=O)NCc3ccco3)ccc2c1OCC	-0.6	0.06	.

Four of the compounds above, with each value named.
CCCCn1nc2cc(C(=O)NCc3ccco3)ccc2c1OCC
  SDO1 yeast rescue = -0.6 | SDO1 yeast rescue Rescue 24 h = 0.06 | Insulin prom inh = .
CCOc1c2ccc(C(=O)NCc3ccc4c(c3)OCO4)cc2nn1C
  SDO1 yeast rescue = 0.82 | SDO1 yeast rescue Rescue 24 h = 0.75 | Insulin prom inh = 45.5
COc1ccc(Br)cc1S(=O)(=O)n1ccnc1C
  SDO1 yeast rescue = 0.77 | SDO1 yeast rescue Rescue 24 h = 1.4 | Insulin prom inh = 19.4
CCN(CC)C(=O)Cn1cnc2sc(C(=O)Nc3cc(OC)c(OC)c(OC)c3)c(C)c2c1=O
  SDO1 yeast rescue = 1.03 | SDO1 yeast rescue Rescue 24 h = 0.59 | Insulin prom inh = -36.7
